Source: PubChem (several laboratories)
LYP inhibition = LYP phosphatase inhibitors, primary screen, biochemical, DiFMUP fluorescence, recombinant catalytic domain, 10 µM (AID 606); recombinant LYP catalytic domain, DiFMUP fluorescence; higher % means a stronger effect; one-dose inhibition, % at 10 µM; IC50 in µM for titrated hits; 52,000 tested, under 10 active;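 active means IC50 under 40 µM in the dose-response test; inactive means IC50 of 40 µM or more, or never dose-tested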
Spn DPM-DC inh = S. pneumoniae DPM-DC inhibition | AID 556 | calls only at 10 µM | purified DPM-DC, PK/LDH coupled NADH fluorescence | hit rate 0.49% among 65,000;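 active means the 320 compounds with the highest percent inhibition in the single-dose primary screen, excluding strongly autofluorescent ones, cut at about 32% in these data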;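 further: kinetic rate of NADH fluorescence loss reporting ADP formed by the decarboxylase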
TNAP inhibition = human TNAP enzyme inhibitors, biochemical, luminescent (AID 518) | inhibition, % at 20 µM; hits with a dose series show IC50 in µM | hit rate 0.09% among 64,000 | purified TNAP enzyme, luminescent substrate readout; higher % means a stronger effect; in the data active means a potency from the dose series; inactive means the rest, 99 in 100 with inhibition below about 22%;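 further: plate controls were vehicle for no effect and reference inhibitor for full effect; many of its hits are not listed in these tables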
MK inhibit = blocks S. pneumoniae mevalonate kinase | purified MK, PK/LDH-coupled NADH absorbance 340 nm | inhibition, % at 10 µM | hit rate 0.48% among 65,000 | AID 555;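 active means ranked among the strongest by inhibition in the single 10 µM screen, a fixed top-ranked set picked for dose follow-up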; further: no value below 0 was filed
KRASV12 cytotoxicity = cytotoxicity in KRAS-transformed pancreatic duct cells, primary screen, cell-based, fluorescence, HTS (AID 431); hit rate 1.7% among 63,000; HPDE-C7K KRASV12 cells, Alamar Blue viability, 48 h; higher % means a stronger effect; cytotoxicity, % at 10 µM; hits with a dose series show EC50 in µM;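 active means compounds whose percent cytotoxicity in the single-dose primary screen, scaled between solvent and toxic-drug controls, exceeds 50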;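 further: 0% = DMSO solvent wells and 100% = doxorubicin-treated wells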
HPDE-C7 cytotoxicity = HPDE-C7 pancreatic duct cell viability loss – fluorescence, HTS (AID 430); HPDE-C7 pancreatic duct cells viability, fluorescence; higher % means a stronger effect; cytotoxicity, % at 10 µM, or EC50 in µM where a hit was titrated; hit rate 1.8% among 63,000;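 further: cells exposed to compound for 48 hours before viability readout; 0% = vehicle and 100% = reference cytotoxic drug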
HT1080 cytotoxicity = HT1080 cell viability loss – fluorescence readout (AID 620). HT1080 viability, fluorescence; higher % means a stronger effect. one-dose cytotoxicity, % at 10 µM; EC50 in µM for titrated hits. hit rate 0.42% among 87,000;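 further: cells exposed to compound overnight then 4 h with Alamar Blue; 0% = vehicle DMSO and 100% = killing control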
Bfl-1 displacement = displacement of Bid BH3 peptide from Bfl-1 – biochemical, fluorescence polarization, FITC-Bid, mouse, primary screen (AID 432) | FITC-Bid BH3 peptide fluorescence polarization displacement; higher % means a stronger effect | displacement, % at 20 µM, or IC50 in µM where a hit was titrated | hit rate 0.02% among 64,000; in the data active means a potency from the dose series; inactive means the rest, 99 in 100 with displacement below about 15%; further: strong numbers were not always called active
Spn PMK inh = blocks S. pneumoniae phosphomevalonate kinase | purified PMK, PK/LDH-coupled NADH absorbance 340 nm | inhibition, % at 10 µM | hit rate 0.49% among 65,000 | AID 539;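 active means top-ranked compounds by inhibition in the single 10 µM screen, taking a fixed number of the strongest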;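 further: 0% = full reaction with DMSO carrier and 100% = background rate without enzyme reaction; no value below 0 was filed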
Spn PMK inh pilot replicates = further read-out of Spn PMK inh, marked with its call; inhibition, %; measured here: pilot screen replicates
MK inhibit pilot replicates = recorded beside MK inhibit, whose call it bears; inhibition, %; measured here: pilot screen replicates
Spn DPM-DC inh pilot screen % = recorded beside Spn DPM-DC inh, whose call it bears; inhibition, %; measured here: pilot screen trials
Starred values were filed as active, the others as inactive; i = inactive; x = not tested or not shown. Unless noted, no stated cut-off is given here; in the data, active means cytotoxicity above about 50%; inactive means the rest. This is a random part of the collection; overall some 3.5% were active at least once.

SMILES | LYP inhibition | Spn DPM-DC inh | TNAP inhibition | MK inhibit | KRASV12 cytotoxicity | HPDE-C7 cytotoxicity | HT1080 cytotoxicity | Bfl-1 displacement | Spn PMK inh | others
CCN(CC)CCNc1nc(-c2ccco2)c2c(c1C#N)CC(C)(C)OC2 | 9% | x | 8% | 0 | -16% | -14% | -11% | -7% | 6
CCOC(=O)C1CCN(C(c2cccc(F)c2)c2sc3nc(C)nn3c2O)CC1 (centres undefined) | -2% | i | 1% | 6 | -2% | -6% | -4% | -1% | 3
CC(C)(C)c1ccc(OCC(=O)NC2CCS(=O)(=O)C2)cc1 (centres undefined) | 2% | i | 15% | 4 | 4% | 0% | -3% | -2% | 4
O=C(CSc1cccc(C(F)(F)F)c1)N1CCN(S(=O)(=O)c2ccccc2)CC1 | -15% | i | 11% | 10 | -13% | -20% | -3% | -2% | 16
COc1ccc(Cl)cc1N(CC(=O)Nc1ccc2c(c1)OCO2)S(C)(=O)=O | 1% | i | 8% | 6 | 7% | 14% | -4% | 1% | 12
O=S(=O)(Nc1cccc2cccnc12)c1ccc(S(=O)(=O)N2CCCC2)cc1 | 12% | i | 5% | 0 | 70%* | 57%* | -6% | 0% | 11
Cc1ccccc1NC(=O)N1C2CCCC1CC(NC(=O)C1CC1)C2 (centres undefined) | x | i | 2% | 4 | 55%* | -8% | -2% | -6% | 2 | Spn PMK inh pilot replicates=2.5;MK inhibit pilot replicates=3.0;Spn DPM-DC inh pilot screen %=1.5
CCN=C(Nc1ccc2c(c1)OCO2)SC1CC(=O)N(c2ccccc2F)C1=O (centres undefined) | 1% | i | 11% | 8 | -6% | -11% | 3% | 3% | 10
N#C/C(C(=O)c1ccccc1)=C1/CCCN1 | -2% | i | 13% | 2 | 7% | 11% | 7% | -6% | 17 | Spn PMK inh pilot replicates=4.5;MK inhibit pilot replicates=0.0;Spn DPM-DC inh pilot screen %=0.5
COC(=O)CCCC(=O)Nc1ccc(Cl)c(Cl)c1 | -14% | i | 8% | 2 | 4% | 6% | 8% | -2% | 9
CCOC(=O)CSC1=NC(=O)CS1 | 7% | i | 2% | 1 | -19% | -7% | 1% | -6% | 10
CCN1C(=O)C2(C(C#N)=C(N)Oc3n[nH]c(C(C)C)c32)c2ccccc21 (centres undefined) | 11% | i | 10% | 1 | -3% | -2% | -4% | -9% | 7 | Spn PMK inh pilot replicates=1.5;MK inhibit pilot replicates=0.0;Spn DPM-DC inh pilot screen %=3.5
Cc1noc(C)c1S(=O)(=O)N1CCCC(C(=O)Nc2nccs2)C1 (centres undefined) | 9% | i | 5% | 6 | -4% | -6% | -3% | 9% | 0
O=C1CN(C(=O)CCCc2c[nH]c3ccccc23)c2ccccc2N1 | x | i | 14% | 1 | 10% | 8% | 13% | 1% | 6
CC1=C(C)CC(C(=O)N2CCN(Cc3ccccc3)CC2)C(C(=O)O)C1 (centres undefined) | 11% | i | 11% | 0 | -18% | -3% | 2% | -5% | 7
Cc1nn(C)c(C)c1S(=O)(=O)N1CCc2ccccc21 | 5% | i | 4% | 14 | -10% | -5% | 2% | -6% | 13
COc1ccc(C2NC(=O)c3ccccc3O2)c(OC)c1OC (centres undefined) | x | i | 6% | 3 | 0% | 7% | -7% | -9% | 10
Cn1nc(CC(=O)NC2CCCCCC2)c2ccccc2c1=O | 14% | i | 4% | 4 | 0% | 3% | 6% | 0% | 0
CC1CCC(NC(=O)C2CCN(c3cnccn3)CC2)CC1 (centres undefined) | -5% | i | 18% | 6 | 10% | -3% | 0% | -2% | 16 | Spn PMK inh pilot replicates=1.0;MK inhibit pilot replicates=0.0;Spn DPM-DC inh pilot screen %=1.0
O=C(CCCN1CCOCC1)c1ccc2c(c1)OCCO2 | 1% | i | 11% | 2 | -11% | 8% | -2% | 2% | 9
C=CCn1cnc2c(c1=O)c1nc3ccccc3nc1n2Cc1ccccc1 | -4% | i | 10% | 7 | -4% | -11% | 10% | 0% | 15
CCOc1nc(N(C)C)nc(-n2nnc(C(C)=O)c2C)n1 | 12% | i | 4% | 0 | -9% | -7% | 2% | 11% | 19
Cc1ccc(C)c(C(=O)CC2(O)C(=O)N(C)c3ccccc32)c1 (centres undefined) | 10% | i | 14% | 1 | -2% | -6% | 17% | -6% | 16 | Spn PMK inh pilot replicates=4.0;MK inhibit pilot replicates=0.0;Spn DPM-DC inh pilot screen %=1.0
Cc1nnc(NC(=O)CCCCCN2C(=O)C3C4C=CC(C4)C3C2=O)s1 (centres undefined) | x | i | 1% | 0 | -5% | -1% | -2% | -6% | 5
O=C(c1ccc(Br)o1)N1CCN(c2ccc3nnc(-c4ccccc4)n3n2)CC1 | 9% | i | 15% | 11 | -2% | -5% | x | 19% | 0 | Spn PMK inh pilot replicates=0.0;MK inhibit pilot replicates=3.0;Spn DPM-DC inh pilot screen %=10
COc1ccc(Cc2nn3c(-c4ccccc4OC)nnc3s2)cc1 | 18% | i | 20% | 12 | 1% | 4% | -6% | 6% | 5
CCC(=O)Nc1ccc2c(c1)nc(CCN1CCN(C)CC1)n2C | x | i | 14% | 4 | 0% | 6% | -13% | -3% | 3
CCn1c(=O)n(CC(=O)NC2CCCC(C)C2C)c(=O)c2ccccc21 (centres undefined) | x | i | x | 0 | x | x | 47% | x | 8
O=C(CN1C(=O)NC2(CCCC2)C1=O)N1CCN(C(=O)c2ccco2)CC1 | -5% | i | 6% | 0 | 1% | 2% | -3% | -2% | 13
COc1ccc(Cl)cc1-c1n[nH]c(=S)o1 | 1% | i | 11% | 4 | 4% | 1% | 1% | 0% | 0 | Spn PMK inh pilot replicates=1.5;MK inhibit pilot replicates=0.0;Spn DPM-DC inh pilot screen %=11
CCOc1ccc(NC(=O)Cn2nnc(-c3ccccc3NC(=O)CC)n2)cc1 | x | i | 13% | 6 | 5% | -8% | 16% | 5% | 12
CCCCOC(=O)C1CCCC(C(=O)OCCCC)N1 (centres undefined) | 3% | i | 5% | 9 | -14% | -13% | 4% | -3% | 3
Cc1nc2ccccc2c2oc(C(=O)NCC3CCCO3)cc12 (centres undefined) | -14% | i | 5% | 0 | -7% | -13% | 2% | 3% | 5
CCOc1ccc(C2c3c(oc4cc(C)c(C)cc4c3=O)C(=O)N2CCCN2CCOCC2)cc1 (centres undefined) | 3% | i | 12% | 7 | 7% | -2% | -2% | -3% | 9
O=C(CSc1nc(-c2ccccc2)cs1)N1CCN(C(=O)c2ccco2)CC1 | 13% | i | 2% | 0 | -1% | 8% | -2% | -3% | 29*
COC(=O)c1ccc(Cl)c(NC(=O)CN(c2ccc3c(c2)OCO3)S(C)(=O)=O)c1 | 0% | i | 9% | 4 | -7% | -8% | 2% | -4% | 7
COc1ccc(-c2nnc(Nc3nc4c(OC)cccc4s3)o2)cc1 | 1% | i | -7% | 0 | 59%* | 86%* | 30% | 48% | 12
O=C(O)c1ccc(COc2c(F)c(F)cc(F)c2F)o1 | -8% | i | 21% | 14 | -5% | 2% | -3% | 1% | 12
N#CCCn1c(Cl)nc2ccccc21 | 9% | i | 12% | 9 | 2% | -3% | 6% | -5% | 5
COc1ccccc1-n1c(CNC(=O)c2ccco2)nnc1SCC(=O)Nc1nccs1 | 3% | i | 5% | 0 | 6% | 6% | -2% | -4% | 6

Compounds listed so far that contain a COOH group:
SMILES | LYP inhibition | Spn DPM-DC inh | TNAP inhibition | MK inhibit | KRASV12 cytotoxicity | HPDE-C7 cytotoxicity | HT1080 cytotoxicity | Bfl-1 displacement | Spn PMK inh | others
CC1=C(C)CC(C(=O)N2CCN(Cc3ccccc3)CC2)C(C(=O)O)C1 (centres undefined) | 11% | i | 11% | 0 | -18% | -3% | 2% | -5% | 7
O=C(O)c1ccc(COc2c(F)c(F)cc(F)c2F)o1 | -8% | i | 21% | 14 | -5% | 2% | -3% | 1% | 12

The list continues:
SMILES | LYP inhibition | Spn DPM-DC inh | TNAP inhibition | MK inhibit | KRASV12 cytotoxicity | HPDE-C7 cytotoxicity | HT1080 cytotoxicity | Bfl-1 displacement | Spn PMK inh | others
O=C1CC(Cc2ccccc2)C(=O)N1CCCn1ccnc1 (centres undefined) | x | i | 20% | i | 4% | 0% | 4% | -13% | i | Spn PMK inh pilot replicates=5.5;MK inhibit pilot replicates=0.0;Spn DPM-DC inh pilot screen %=0.0
O=C(CCCn1c(=S)[nH]c2cc3c(cc2c1=O)OCO3)N1CCN(c2ccccc2)CC1 | 7% | i | 7% | 8 | -8% | -15% | 2% | 2% | 13
CC(=O)Nc1ccc(C(=O)N2CCN(C(=O)c3ccco3)CC2)cc1 | -4% | i | 10% | 9 | 6% | 4% | -6% | -8% | 8
COc1cc2nc(C3CCC3)n(NC(=O)C3CCC(OC)CC3)c(=O)c2cc1OC (centres undefined) | x | i | 11% | 8 | 6% | 7% | -2% | -5% | 6
O=C(COC(=O)C12CC3CC(CC(C3)C1)C2)NCc1ccco1 | 13% | i | 10% | 8 | -5% | -12% | 1% | 6% | 1 | Spn PMK inh pilot replicates=1.0;MK inhibit pilot replicates=0.0;Spn DPM-DC inh pilot screen %=0.0
OC(CN1CCOCC1)Cn1c(-c2cccc(Cl)c2)nc2ccccc21 (centres undefined) | x | i | 8% | 0 | -8% | -7% | -4% | -2% | 3 | Spn PMK inh pilot replicates=1.0;MK inhibit pilot replicates=0.0;Spn DPM-DC inh pilot screen %=0.0
CCN1CCN(CNC(=O)c2cnccn2)CC1 | 1% | i | 8% | 3 | -8% | -4% | -7% | -3% | 0
Cc1noc(C)c1COC(=O)Cc1ccc(Cl)cc1 | x | i | 0% | 3 | -7% | -4% | 12% | 0% | 8
CCc1nc2oc3ccccc3c(=O)c2c(=O)n1CCOC | x | i | 8% | 10 | -2% | -9% | -2% | -2% | 7
O=C(Oc1nsnc1N1CCOCC1)N(c1ccccc1)c1ccccc1 | 5% | i | 7% | 0 | 3% | 2% | 3% | -5% | 10
COC(=O)c1ccccc1NC(=O)CC(NCc1ccccc1)C(=O)O (centres undefined) | x | i | 8% | 5 | 14% | -5% | 0% | -7% | 5 | Spn PMK inh pilot replicates=7.0;MK inhibit pilot replicates=0.0;Spn DPM-DC inh pilot screen %=0.0
COc1ccccc1Oc1c(C)oc2c(CN3CCN(C)CC3)c(O)ccc2c1=O | 16% | x | 9% | 6 | -8% | 1% | -14% | -6% | 7
Cc1ccccc1Nc1nc(CSc2nnc(-c3ccoc3C)n2C)cs1 | 8% | i | 5% | 5 | 1% | 2% | 3% | -4% | 9
CCN(CC)C(=O)Cn1nnc(-c2ccc(C)o2)n1 | x | i | -1% | 16 | -5% | 0% | -2% | -2% | 15
CCOC(=O)N1CCN(c2nc(-c3ccc(F)cc3)cs2)CC1 | -3% | i | 0% | 5 | 12% | 10% | -1% | -4% | 0
C=CCOc1nc2c(c(=O)n(C)c(=O)n2C)n1Cc1ccc(Cl)cc1Cl | x | i | 18% | x | -24% | -22% | -2% | -11% | 11
CCCC12CN(C(=O)c3ccc(OC)cc3)CC(C)(CN(C(=O)c3ccc(OC)cc3)C1)C2=O | 14% | i | 5% | 8 | -1% | 1% | -3% | 6% | 11
